Compound activity (PubChem)
Bcl-B Bim block – human Bim-Bcl-B interaction inhibition | 0.073% of 190,000 active | AID 951 | Q9HD36 | bead-based flow cytometry, Bim peptide-Bcl-B binding | inhibition, % at 10 µM;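 note: 0% = tracer peptide without compound and 100% = reference inhibitor peptide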
Target sequence (Q9HD36 whole entry, looked up): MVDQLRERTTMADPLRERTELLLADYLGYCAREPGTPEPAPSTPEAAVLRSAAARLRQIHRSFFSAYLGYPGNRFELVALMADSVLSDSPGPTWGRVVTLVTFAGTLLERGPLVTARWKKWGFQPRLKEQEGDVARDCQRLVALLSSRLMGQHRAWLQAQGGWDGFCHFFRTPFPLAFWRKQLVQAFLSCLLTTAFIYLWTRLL
Rab2A wt mod – changes GTP binding to wildtype dog Rab2A, up or down; P61105; 0.19% of 190,000 active; GTP binding activity, % at 10 µM; GST-Rab2 wt beads, Bodipy-GTP binding, flow cytometry;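 active = GTP binding activity at least 20 points away from 100%, either lowered or raised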;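 note: 0% = beads with excess unlabeled GTP and 100% = no-compound control corrected for plate trend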
Bim-Bcl-2 – human Bim-Bcl-2 interaction inhibition. inhibition, % at 10 µM. 0.06% of 190,000 active. AID 950. Bead-based flow cytometry, Bim peptide-Bcl-2 binding; in the data active = inhibition above about 40%;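 note: 0% = no compound wells with probe peptide and 100% = reference peptide inhibitor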
Target sequence (P10415 whole entry, looked up): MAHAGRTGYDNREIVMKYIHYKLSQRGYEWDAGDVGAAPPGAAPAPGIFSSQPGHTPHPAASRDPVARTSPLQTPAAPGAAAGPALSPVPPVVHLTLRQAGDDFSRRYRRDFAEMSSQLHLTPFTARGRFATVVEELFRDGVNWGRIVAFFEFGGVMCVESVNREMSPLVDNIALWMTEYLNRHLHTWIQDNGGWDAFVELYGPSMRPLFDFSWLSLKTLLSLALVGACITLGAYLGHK
Rac1 wt modul – alters GTP binding to wildtype human Rac1; P63000; GST-Rac1 beads, fluorescent GTP binding, flow cytometry; actives lie on both sides; 0 = cold GTP competed, 100 = untreated; GTP binding activity (% of control), % at 10 µM; 0.27% of 190,000 active; AID 757;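 active = GTP binding activity at least 20 points away from the 100% control level, either lower or higher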
Rac1 act GTP bind – modulators of GTP binding to human Rac1 activated mutant; P63000; GST-Rac1 activated beads, fluorescent GTP binding, flow cytometry; actives lie on both sides; 100% means binding = to untreated wells; percent activity (GTP binding), % at 10 µM; AID 764; 0.11% of 190,000 active;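 active = GTP binding at least 20 percentage points away from the 100% baseline, in either direction, so actives lie on both sides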
HRas wt GTP bind – changes GTP binding to wildtype human HRas; 0.14% of 190,000 active; GST-Ras wt beads, Bodipy-FL-GTP binding, flow cytometry; actives lie on both sides; P01112; GTP binding activity, % at 10 µM;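 active = GTP binding activity at least 20% away from the 100% baseline, either lowered as inhibitor or raised as activator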;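 note: 0% = unlabeled GTP competition control and 100% = no-compound control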
Target sequence (P01112 whole entry, looked up): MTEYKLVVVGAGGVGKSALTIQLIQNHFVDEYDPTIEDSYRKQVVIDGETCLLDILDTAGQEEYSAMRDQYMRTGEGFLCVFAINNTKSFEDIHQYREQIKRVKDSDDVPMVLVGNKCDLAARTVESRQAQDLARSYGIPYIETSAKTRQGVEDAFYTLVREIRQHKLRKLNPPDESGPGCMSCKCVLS
Bcl-XL Bim block – inhibitors of Bim-Bcl-XL interaction, human; 0.04% of 190,000 active; Bim peptide-Bcl-XL binding, bead flow cytometry, fluorescence; Q07817; inhibition, % at 10 µM
Target sequence (Q07817 whole entry, looked up): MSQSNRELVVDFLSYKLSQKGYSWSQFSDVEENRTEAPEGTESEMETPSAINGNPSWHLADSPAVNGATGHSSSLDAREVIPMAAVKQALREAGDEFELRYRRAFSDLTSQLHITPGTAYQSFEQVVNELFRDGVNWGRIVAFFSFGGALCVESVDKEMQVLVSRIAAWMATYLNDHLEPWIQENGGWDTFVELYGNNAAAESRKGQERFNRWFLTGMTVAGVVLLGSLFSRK
Cdc42 wt GTP – human Cdc42 wildtype GTP binding change, either direction; P60953; GST-Cdc42 beads, Bodipy-GTP binding, flow cytometry; actives lie on both sides; percent activity (GTP binding), % at 10 µM; 0.2% of 190,000 active; AID 761;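 active = percent activity GTP binding at least 20 points away from the 100% baseline, either down as inhibitor or up as activator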;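 note: median bead fluorescence of bound Bodipy-FL-GTP at 100 nM; 0% = excess unlabeled GTP control and 100% = no compound control; below 100% means less GTP binding so inhibitor and above means activator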
Rab7 wt GTP bind – modulators of GTP binding to dog Rab7 wildtype GTPase | GST-Rab7 beads, fluorescent GTP binding, flow cytometry; actives lie on both sides; untreated = 100%, excess cold GTP = 0% | GTP binding activity (percent of control), % at 10 µM | 0.055% of 190,000 active | AID 758;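 active = fluorescent GTP binding to Rab7 beads changed by at least 20 points from the 100% baseline, either direction, mostly lower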;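 note: median green fluorescence of bound Bodipy-FL-GTP per Rab7 bead population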
Bim-Bcl-W – human Bim-Bcl-W interaction inhibition; Q92843; bead-based flow cytometry, Bim peptide-Bcl-W binding; inhibition, % at 10 µM; 0.02% of 190,000 active;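 note: 0% = bound tracer without compound and 100% = peptide blocker; higher means less fluorescent Bim peptide bound to Bcl-W beads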
Target sequence (Q92843 whole entry, looked up): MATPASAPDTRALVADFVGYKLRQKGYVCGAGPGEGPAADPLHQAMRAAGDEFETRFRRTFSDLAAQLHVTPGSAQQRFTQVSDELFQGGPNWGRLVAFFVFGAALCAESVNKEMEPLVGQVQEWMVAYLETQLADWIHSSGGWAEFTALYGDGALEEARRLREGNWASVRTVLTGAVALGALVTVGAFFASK
Bfl-1 Bim block – disrupts Bim binding to human Bfl-1; Bead-based flow cytometry, Bim-Bfl-1 binding inhibition; 0.12% of 190,000 active; inhibition, % at 10 µM; Q16548; AID 1008;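 note: 0% = wells without compound plus tracer and 100% = blocker peptide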
Numbers without * were called inactive; . = no result given. Cut-off read from the data, not from the text of the source, unless noted: active = inhibition above about 40%.

SMILES	Bcl-B Bim block	Rab2A wt mod	Bim-Bcl-2	Rac1 wt modul	Rac1 act GTP bind	HRas wt GTP bind	Bcl-XL Bim block	Cdc42 wt GTP	Rab7 wt GTP bind	Bim-Bcl-W	Bfl-1 Bim block
CCO/C=C1/C(=O)N(C(C)=O)c2ccccc21	-2	103	-6	102	98	102	-7	98	100	-3	0
CCOC(=O)c1sc(=S)n(-c2ccccc2)c1N	-9	98	-4	101	101	101	-8	102	100	-8	-4
O=C(CNS(=O)(=O)c1ccc2ccccc2c1)OCc1nnc(-c2ccccc2)o1	7	102	8	98	99	101	6	101	96	8	7
CCNC(=S)N(Cc1cc2c(C)ccc(C)c2[nH]c1=O)C1CCCC1	-7	101	0	99	95	96	0	98	99	0	-4
CN(C)/C=C/C(=O)c1ccncc1	2	101	4	103	100	100	0	99	96	0	6
CCCc1nc2ccccc2c(C(=O)OCC(=O)Nc2c(C)n(C)n(-c3ccccc3)c2=O)c1CC	-4	96	-4	97	95	96	-7	97	95	-4	-3
CCOC(=O)C1=C(C)OC(N)=C(C#N)C1c1ccoc1 (stereo not given)	-8	99	-7	102	99	100	-13	99	100	0	-10
COC(=O)CN(c1ccc(F)cc1)S(=O)(=O)c1ccc2c(c1)OCCO2	-2	100	-1	104	101	101	0	101	102	0	-3
Cc1cc(-c2ccccc2)c2nncn2n1	3	101	3	101	97	102	-1	101	100	1	-1
COc1ccccc1Oc1cc(C#N)c(C#N)cc1-n1nnc2ccccc21	-11	100	-8	97	96	97	-9	94	98	-6	-17
Cc1cc(C)c(NC(=O)/C(=C/c2ccco2)c2ccccc2)c(C)c1	-12	95	-11	94	94	95	-10	99	98	0	-9
COc1ccc(OC)c(C(=O)CSc2nc3ccccc3n2CC(=O)NC(C)(C)C)c1	-5	103	-4	111	103	104	-23	107	103	0	-15
CCOc1ccccc1C1CC(=O)Nc2cc(OC)c(OC)c(OC)c21 (stereo not given)	1	98	0	100	97	99	-1	98	95	0	0
CC(C)NC(=O)c1onc(CSc2ccc(F)c(F)c2)c1C(=O)O	0	93	0	92	91	95	6	94	95	0	5
Nc1nnnn1/N=C/C=C/c1ccccc1	-6	103	-13	110	102	103	-6	102	100	0	-17
COc1ccc(-c2nnc(SCC(=O)c3ccc[nH]3)n2-c2ccccc2)cc1	-11	100	-2	104	98	102	-13	101	101	-6	0
COCCn1c(C)cc(C(=O)CSc2ncnc3sc4c(c23)CCC4)c1C	-2	94	-3	93	93	95	-2	96	99	1	-1
Cc1ccc(CNC(=O)C2CC(=O)N(C3CCCCCCC3)C2)cc1 (stereo not given)	0	95	-5	97	94	99	-4	98	96	-3	-2
Cc1sc2ncnc(SCC(=O)Nc3nc(-c4ccc(F)c(F)c4)cs3)c2c1C	-11	95	-13	94	91	96	-8	92	99	-9	-7
Cc1nn(-c2ccccc2)c(C)c1/C=N/NC(=O)CSc1nnc(SCc2ccccc2Cl)s1	-2	97	0	99	97	97	0	99	98	-1	-2
Cc1cc(C)n2nc(C(=O)N3CCOCC3)nc2n1	-1	102	-3	98	99	101	-3	103	99	-7	-4
CCCCC[C@H](O)/C=C/[C@@H]1[C@@H](C/C=C\CCCC(=O)O)[C@H]2CO[C@@H]1C2	-3	98	-1	102	97	99	-4	102	95	-2	1
CC1(C)NC(=O)N(CC(O)COc2ccccc2[N+](=O)[O-])C1=O (stereo not given)	-4	99	-3	100	96	100	-7	99	109	-3	-4
CSCCC(NC(=O)c1ccco1)C(=O)OCC(=O)Nc1sccc1C#N (stereo not given)	-7	96	-9	99	97	97	2	98	97	0	-11
COc1ccccc1NC(=S)NC(NC(=O)CC(C)C)C(Cl)(Cl)Cl (stereo not given)	-11	96	-2	96	96	94	-1	97	97	-3	-5
COc1ccc(S(=O)(=O)N2CCCCC2)cc1NC(=O)c1ccc(=O)[nH]c1	-1	97	0	96	96	99	0	94	103	-2	-5
O=S(=O)(Nc1ccncc1)c1ccc(Cl)cc1	-4	98	-8	104	96	100	-3	102	100	-1	-18
Clc1ccc(-c2csc(N/N=C/c3ccc4c(c3)OCO4)n2)cc1	-2	96	-5	98	96	95	-6	97	99	-4	-8
Cc1ccc(C(=O)N2C(=S)C(c3ccc(F)cc3)=NC23CCN(C)CC3)cc1	-20	102	-4	102	100	101	-8	99	101	-6	-3
COc1cc2[nH]c(=O)n(Cc3ccccc3Cl)c(=O)c2cc1OC	-10	101	-6	108	101	103	-3	105	103	-4	-13
COc1ccc(S(=O)(=O)N2CCCN(CCC(=O)Nc3cccc(C(F)(F)F)c3)CC2)cc1	0	102	-1	101	101	101	-2	103	95	-1	0
CCc1nc(SCC(=O)N2CCC(C)CC2)c2c(=O)n(C)c(=O)n(C)c2n1	-5	99	-3	97	96	100	0	99	101	4	-6
CN1C(=S)SC(C)(NO)C1(C)C (stereo not given)	-9	99	-3	104	95	101	-1	104	100	4	-10
COc1nc(Nc2ccc([N+](=O)[O-])cc2)nc(NC2CCCCC2)n1	-5	103	-1	103	105	103	-3	105	106	-3	-6
CCCS(=O)(=O)N1CCC(C(=O)NCc2ccc3c(c2)OCO3)CC1	-9	99	-5	102	99	102	-5	97	104	-2	-7
CCCCCCCCCCn1c2c(c(=N)c3c1CCC3)CCC2	-18	98	-6	96	96	97	-4	97	98	-4	-1
N#CC(C(=O)C12CC3CC(CC(C3)C1)C2)c1nc2ccccc2[nH]1 (stereo not given)	3	98	0	96	96	99	0	96	99	0	0
Cc1ccc(C(=O)COC(=O)CNC(=O)c2cccs2)cc1	-6	94	-9	98	93	97	-7	99	98	0	-9
O=C(Cn1cnc2c(cnn2-c2ccc(F)cc2)c1=O)N1CCN(c2ccccc2)CC1	-4	99	-1	105	100	101	-7	107	105	2	-2
CC1(C)C/C(=N\NC(=S)Nc2ccccc2F)c2cc(O)ccc2O1	-3	97	-1	98	96	98	-1	92	101	-3	-2

3 structures out of the list, ordered by length of the SMILES, high to low:
SMILES	Bcl-B Bim block	Rab2A wt mod	Bim-Bcl-2	Rac1 wt modul	Rac1 act GTP bind	HRas wt GTP bind	Bcl-XL Bim block	Cdc42 wt GTP	Rab7 wt GTP bind	Bim-Bcl-W	Bfl-1 Bim block
COc1nc(Nc2ccc([N+](=O)[O-])cc2)nc(NC2CCCCC2)n1	-5	103	-1	103	105	103	-3	105	106	-3	-6
CCCS(=O)(=O)N1CCC(C(=O)NCc2ccc3c(c2)OCO3)CC1	-9	99	-5	102	99	102	-5	97	104	-2	-7
CSCCC(NC(=O)c1ccco1)C(=O)OCC(=O)Nc1sccc1C#N (stereo not given)	-7	96	-9	99	97	97	2	98	97	0	-11

More structures follow.
SMILES	Bcl-B Bim block	Rab2A wt mod	Bim-Bcl-2	Rac1 wt modul	Rac1 act GTP bind	HRas wt GTP bind	Bcl-XL Bim block	Cdc42 wt GTP	Rab7 wt GTP bind	Bim-Bcl-W	Bfl-1 Bim block
C[C@H]1COc2c(C3(N)CC3)c(F)cc3c(=O)c(C(=O)O)cn1c23	-1	.	-3	.	.	.	0	.	.	-1	-1
CCN(C(=O)CSc1ncccc1C(=O)Oc1cccc([N+](=O)[O-])c1)c1cccc(C)c1	-5	96	3	99	98	99	-3	100	98	0	-9
CCO[C@@H]1OC(C(=O)NCc2nc3ccccc3[nH]2)=C[C@H](c2ccc(C(F)(F)F)cc2)[C@H]1CCCO	-3	98	0	97	96	97	-1	97	103	-2	-5
CN(Cc1cn(-c2ccccc2)nc1-c1ccc2c(c1)OCO2)Cc1nccn1C	-6	97	-1	98	96	99	-4	98	96	-1	-6
O=C(/C=C/c1cccs1)N1CCN(Cc2ccc3c(c2)OCO3)CC1	-4	105	-3	105	105	103	-7	105	104	-6	0
Cc1ccc(OCC(=O)NNC(=O)CSc2nnc(-c3ccc(C)cc3)n2C)cc1	-6	100	-5	106	100	101	-2	104	100	-3	-14
Cc1cc(C)cc(NC(=O)CCC(=O)Nc2cc(C)on2)c1	2	99	-1	105	99	99	0	99	100	0	-1
CCOC(=O)C(O)(CC(=O)Nc1cc(F)ccc1C)C(F)(F)F (stereo not given)	-9	99	-1	100	100	100	-9	101	98	-6	0
CCOc1ccc(/C(O)=C2\C(=O)C(=O)N(CCN(C)C)C2c2cccc(OC)c2OC)cc1Cl (stereo not given)	-1	94	-1	92	95	96	-2	95	98	-2	-2
O=C(Nc1ccc(Cl)cc1)c1cc2nc(C3CC3)cc(C(F)(F)F)n2n1	-8	100	-7	101	98	98	-5	100	101	-1	-13
CCOC(=O)/C(N=Nc1ccc(Cl)cc1)=C(/O)c1ccc([N+](=O)[O-])cc1	-2	102	-6	108	102	102	-1	103	100	3	-7
CC(C)CC(=O)NC(=S)Nc1ccccc1F	-8	100	-7	101	98	98	-4	100	104	-1	-17
O=C(CC(=O)N/N=C/c1c(F)cccc1Cl)NCc1ccccc1	-4	96	-5	102	97	98	-3	95	98	1	-6
Nc1cc(-c2ccc(Cl)cc2)nn1S(=O)(=O)c1cccc2nsnc12	-7	101	-10	102	99	101	-7	101	99	-1	-11
CC(Sc1nc2cc([N+](=O)[O-])ccc2n1-c1ccc(F)cc1)C(=O)NCc1ccc2c(c1)OCO2 (stereo not given)	-11	101	4	107	100	103	-7	101	100	0	11
COc1ccc(CCN2C(=O)CS/C2=N/NC(=O)c2ccccc2F)cc1OC	-8	99	-2	108	99	100	-7	103	98	-6	-1
COc1cccc(CNC(=O)CCC2CCCN(c3cc(C)nc(N(C)C)n3)C2)c1 (stereo not given)	0	95	0	94	97	93	0	96	94	-2	3
CCOC(=O)CSC1=C(C#N)C(c2ccc(C)o2)CC(=O)N1 (stereo not given)	-9	100	-12	102	98	99	-3	102	96	-1	-10
CSCCC(C(=O)N1CC2(C)CC1CC(C)(C)C2)N1C(=O)c2ccccc2C1=O (stereo not given)	-3	107	-7	106	101	102	-6	101	102	-4	-1
COc1ccc(-n2nnnc2/C=C\Nc2ccccc2C(=O)c2ccccc2)cc1	0	108	-1	109	105	107	-1	109	101	0	0
Cn1c(=O)c2c(ncn2CC(=O)N2CCN(c3ccccc3)CC2)n(C)c1=O	-10	101	-1	108	103	100	-7	104	100	-5	-9
Cc1ccc(N/C(N)=N/c2nc(C)cc(C)n2)cc1	-5	101	-2	99	100	100	-9	99	99	-3	-3
O=C(NCC1CCCCC1)c1cccc(S(=O)(=O)NCc2cccnc2)c1	-2	100	-1	101	98	99	-3	100	106	-1	-3
CCn1cc(S(=O)(=O)c2ccc(C)cc2)[nH]c1=O	-3	100	-2	101	97	101	1	97	105	-1	-3
CNC(=O)CC1C(=O)N(C)C(=S)N1NC(=O)c1ccc(Cl)cc1 (stereo not given)	0	106	-2	108	104	106	1	108	107	0	-2
COCCCNC(=O)c1ccc2c(c1)ncn2-c1ccccc1OC	-7	98	-6	103	99	101	-3	101	98	-1	-11
CCC1Oc2ccc(C)cc2N(CC(=O)N(Cc2cccnc2)Cc2cccc(F)c2)C1=O (stereo not given)	-7	102	-3	105	101	101	-6	102	101	-3	0
N/C(=N\OS(=O)(=O)c1ccc(Cl)cc1)c1ccncc1	0	104	3	112	101	102	-4	107	102	1	-1
CCCn1c(=N)n(CC(O)c2ccco2)c2ccccc21 (stereo not given)	-3	104	-5	106	99	102	-8	102	101	-3	-13
Cc1ccc(-c2nnc(Nc3ccc(CC(N)=O)cc3)c3ccccc23)cc1	2	93	-2	91	92	92	-3	93	94	-2	-3
CCCCNC(=O)CCCn1c(=O)c2ccccc2n(CC(=O)NCCC2=CCCCC2)c1=O	-4	96	-2	97	96	99	0	97	101	-3	0

This is a random part of the collection. About 0.62% of those tested had a hit in this group.
